# KB-3-1 cytotox = KB-3-1 parental cell cytotoxicity; KB-3-1 viability, CellTiter-Glo ATP luminescence, 72 h; hit rate 1.4% among 400,000; AID 1347075; Potency, µM (titrated, usually from 46.1 µM), for inactives: at the top dose activity change, negative = cytotoxic, most hits filed as cytotoxic; note: potency is the fitted concentration of half-maximal effect; % is set by controls: 0 for no effect and ±100 for the full control effect; nearly all actives have a fitted effect of over 60% in size
#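 Parental KB-3-1 viability, qHTS format: 72 h compound exposure, 37 °C; CellTiter-Glo; media-only wells and DMSO plates as controls; concentration-effect fits on corrected data.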
# ATXN viability = viability counter-screen for ATXN expression inhibitors. Potency, µM (series often up to 56.7 µM), hits mostly cytotoxic. hit rate 0.49% among 400,000. S2 cells (HEK-293 line with an ATXN2-luciferase reporter) viability, CellTiter-Fluor protease fluorescence, 24 h; note: potency is the fitted concentration of half-maximal effect; nearly all actives have a fitted effect of over 40% in size
# HT1080NT lethal = kills 2HG-producing HT-1080-NT fibrosarcoma cells. hit rate 1.6% among 360,000. Potency, µM (titrated, usually from 46.1 µM), for the others: top-dose activity, negative = less viability, usual class: cytotoxic. HT-1080-NT fibrosarcoma viability, CellTiter-Glo ATP luminescence, 48 h;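 note: NT is the 2HG producing partner of a matched IDH1 knockdown line; potency is the fitted concentration of half-maximal effect; 0% = DMSO-treated cells and -100% = media-only wells without cells; nearly all actives have a fitted effect of over 55% in size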
#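 Toxicity toward the 2HG-producing NT line was scored as %Activity, normalised to DMSO and no-cell wells, from CellTiter-Glo luminescence after 48 hours' treatment.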
# HT1080 IDH1KD tx = kills HT-1080 cells with IDH1 knockdown; hit rate 2% among 360,000; HT-1080 IDH1 knockdown viability, ATP luminescence, 48 h; AID 686971; Potency, µM (doses to about 46.1 µM), for inactives: at the top dose activity, negative = toxicity, most hits filed as cytotoxic;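 note: potency is the fitted concentration of half-maximal effect; 0% = DMSO wells and -100% = cell-free medium wells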
#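 After a 2 h attachment period, IDH1KD HT-1080 cells took pin-transferred compound for 48 h at 37 °C; ATP-based luminescence after 10 min room-temperature reagent incubation reported viability.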
# MCF10A rereplic = inducers of DNA re-replication in MCF 10A breast cells | AID 624296 | Potency, µM (highest dose often 46.1 µM), for inactives: at the highest dose activity, positive = re-replication, hits mostly activators | MCF 10A DNA re-replication, Hoechst nuclear intensity, 48 h | hit rate 2.9% among 350,000; note: potency is the fitted concentration of half-maximal effect; % of control where 0% means no effect; nearly all actives have a fitted effect of over 50% in size
# ATXN2 expr inh = reduces ATXN2 reporter expression in HEK-293 cells | hit rate 0.72% among 360,000 | Potency, µM (series often up to 57 µM), without a hit: at the highest dose activity change, negative = inhibition, actives largely listed as inhibitors | HEK-293 ATXN2-luciferase reporter, luminescence, 24 h | AID 1745845; note: potency is the fitted concentration of half-maximal effect; % is set by controls: 0 for no effect and ±100 for the full control effect; nearly all actives have a fitted effect of over 55% in size
#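 qHTS (up to 57 uM final) was run with 24 h compound exposure of reporter cells at 37 °C. Each well was multiplexed: SteadyGlo luminescence measured ATXN2-luciferase expression after a fluorogenic Gly-Phe-AFC viability readout (25 uM final).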
# SW480 rerep = inducers of DNA re-replication in SW480 colon cancer cells | SW480 DNA re-replication, Hoechst DNA content imaging, 48 h | Potency, µM (highest dose often 46.1 µM), without a hit: at the highest dose re-replication activation, actives largely listed as activators | hit rate 1.8% among 340,000 | AID 624297; note: potency is the fitted concentration of half-maximal effect; % of control where 0% means no effect; nearly all actives have a fitted effect of over 55% in size
#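 Treated cells incubate 48 hr (37 C, 5% CO2), are stained 40 min with Hoechst, and nuclear fluorescence is enumerated; a rise in nuclei with high DNA signal marks re-replication.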
# KB-V1 cytotox = KB-V1 MDR subline cytotoxicity; KB-V1 MDR cells viability, CellTiter-Glo, 72 h; AID 1347076; hit rate 3.4% among 400,000; Potency, µM (highest dose often 46.1 µM), for inactives: at the top dose activity change, negative = cytotoxicity, actives largely listed as cytotoxic; note: potency is the fitted concentration of half-maximal effect; % is set by controls: 0 for no effect and ±100 for the full control effect; nearly all actives have a fitted effect of over 60% in size
#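 Following 72 h at 37 degrees C with compound, KB-V1 cell viability was read by CellTiter-Glo luminescence, medium being phenol-red-free DMEM plus 10% FBS; concentration-response parameters came from normalized, curve-fitted qHTS data.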
# IL1B secr inh = inhibitors of inflammasome signaling (IL-1 beta secretion); THP-1 LPS/ATP IL-1B secretion, AlphaLISA, 16 h; stronger effect = lower value; activity change, % at 57.5 µM; hit rate 4.7% among 360,000; in the data active = activity change below about -50%; inconclusive = mostly about -30% to -49%; note: % is set by controls: 0 for no effect and ±100 for the full control effect
#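 THP-1 cells pretreated 1 hr with compounds (up to 57.5 uM final), then stimulated with LPS (250 ng/mL final) plus ATP (1.25 mM final); secreted IL-1B measured by AlphaLISA after 16 hr, decreased signal indicating inhibition.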
# Starred values were filed as active, the others as inactive; i = inactive; ? = inconclusive; nt = not tested or not shown; & = joins results of further samples; [ ] = dose if it differs, or a comment. Unless noted, calls come from the whole dose curve; as a rule, active = well fitted curve in the direction sought with a large enough effect; inconclusive = small, poorly fitted or top-dose-only effect, or another doubt; inactive = no such curve, though single readings can be large; an effect the other way counts as inactive or inconclusive.
SMILES,KB-3-1 cytotox,ATXN viability,HT1080NT lethal,HT1080 IDH1KD tx,MCF10A rereplic,ATXN2 expr inh,SW480 rerep,KB-V1 cytotox,IL1B secr inh
O=C(O)c1ccc(CNCc2cccc(OCc3ccc(F)cc3)c2)cc1,-2%,i,3%,-6%,0%,-9%,-9%,6%,26
Cc1ccc2nc(NC3=NC4(CCCC4)C4=C(CCCC4=O)N3)oc2c1,?,?,nt,nt,nt,-16%,nt,4%&0%,nt
CC(C)(C)N1C(=O)[C@H]2[C@@H](c3ccc(Br)cc3)N3C(=O)N(c4cccc(Br)c4)C(=O)[C@@]3(Cc3ccccc3)[C@H]2C1=O,-4%,i,0%,1%,?,1%,3%,-4%,-8
C[C@@H]1CN([C@H](C)CO)C(=O)CCCn2nncc2CO[C@H]1CN(C)C(=O)Nc1ccnc(N2CCOCC2)c1,24%,i,11%,8%,nt,2%,nt,20%,7
OCCC1CN(Cc2cccc(OC3CCCC3)c2)CCN1Cc1ccsc1 (stereo unspecified),-10%,i,-30%,-26%,11%,-22%,-2%,-2%,-21
Cc1ccc(S(=O)(=O)CC2CSc3nc(N)cc(=O)n32)cc1 (stereo unspecified),11%,i,3%,7%,0%,0%,-9%,18%,-26
O=c1cc(NCc2ccccc2)nc2ccccn12,5%,?,-1%,1%,-1%,5%,-2%,16%,-2
Cc1ccc2c(c1)N(C(=O)CCC(=O)NCc1cccnc1)CCO2,?,i,9%,4%,-3%,6%,0%,0%,0
CC(=O)N1c2ccc(S(=O)(=O)N3CCCC(C(=O)Nc4cccc(F)c4)C3)cc2CC1C (stereo unspecified),0%,i,-6%,-1%,-3%,-16%,-5%,-2%,-20
CC(=O)c1cnn(-c2c(Cl)cc(Cl)cc2Cl)c1C,-7%,i,-4%,-3%,8%,nt,?,?,10
O=C(Nc1ccon1)c1sc2cc(F)ccc2c1Cl,-18%,i,0%,5%,2%,50%[activator],1%,-9%,5
CCC1C/C(=C\c2cccnc2)C(=O)/C(=C/c2cccnc2)C1 (stereo unspecified),3.7µM*,nt,?,?,?,14µM*,nt,?,?
CC(C)NC(=O)N(C)C[C@H]1Oc2c(NC(=O)Nc3ccccc3)cccc2C(=O)N([C@H](C)CO)C[C@@H]1C,-30%,i,-2%,2%,16%,3%,0%,0%,0
CC(C)=CCC[C@](C)(O[C@@H]1O[C@H](CO[C@@H]2OC[C@H](O[C@@H]3OC[C@@H](O)[C@H](O)[C@H]3O)[C@H](O)[C@H]2O)[C@@H](O)[C@H](O)[C@H]1O)C1CC[C@]2(C)C1[C@H](O)CC1[C@@]3(C)CC[C@H](O)C(C)(C)C3[C@@H](O)C[C@]12C (stereo partly specified),0%,i,13%,4%,-10%,14%,-8%,19%,19
CN(CC(=O)Nc1ccc(Cl)c(C(F)(F)F)c1)C(=O)Cc1ccsc1,-9%,i,-27%,-12%,24%,-23%,-1%,8%,-89*
NC(=O)NC(=O)CSc1nc(C2CCCCC2)n(-c2ccccc2)n1,22%,i,2%,-4%,6%,10%,-2%,-3%,-2
COC(=O)c1sccc1NC(=O)c1c(-c2ccccc2)noc1C,-4%,i,7%,-3%,20%,8%,-1%,-15%,32
CCOC(=O)CNc1cccc(C(F)(F)F)c1,17%,i,3%,17%,0%,27%,-4%,?,10
CCC1CCCCN1CCCNC(=O)c1ccc2c(c1)N(Cc1ccc(F)cc1)C(=O)c1ccccc1S2=O (stereo unspecified),?,?,21µM*,23µM*,?,?,?,-32%,-58*
CCN(CC)CCNC(=O)c1ccc(Cl)c(S(=O)(=O)Nc2ccccc2OC)c1,7%,i,12%,11%,19%,5%,1%,0%,13
CCn1c(CC(=O)Nc2ccc(F)cc2)nnc1SCC(=O)N1CCOCC1,5%,i,-3%,5%,-1%,5%,-6%,11%,3
N#C/C(=C\c1c[nH]c2ccc(Br)cc12)c1ccccn1,-11%,i,26µM*,?,?,12%,?,-14%,-84*
CC1CCCC(C)N1C(=O)COc1ccc(C(=O)Nc2ccccc2N2CCOCC2)cc1 (stereo unspecified),-3%,i,7%,8%,8%,-21%,-4%,?,15
Cc1c(C)c2cc(Cl)c(O)c(CN(C)C)c2oc1=O,7%,nt,-4%,-1%,?,-3%,0%,-11%,1
Cn1c(=O)c(=O)n(C)c2cc(S(=O)(=O)N3CCCCC3)ccc21,-1%,i,-1%,1%,6%,5%,-2%,?,-8
COc1ccc(O)c(C(=O)c2cnc3c(c2)c(=O)[nH]c(=O)n3C)c1,24%,i,-3%,-13%,9%,17%,?,?,13
O=C(Nc1ccc2c(c1)OCCO2)C(C1CC1)n1c(=O)c(-c2cc3ccccc3[nH]2)nc2ccccc21 (stereo unspecified),-11%,nt,?,?,nt,nt,nt,?,-20
CCOC(=O)[C@]12CCC=C1N(Cc1ccc(Cl)cc1Cl)C(=O)[C@H](CC(=O)NCCc1ccccc1OC)C2,-14%,?,?,?,nt,?,nt,?,?
CSc1ccccc1-c1nc(-c2ccncc2)no1,-3%,i,-21%,-26%,13%,138%[activator],-6%,?,9
O=c1oc2c3c4c(cc2c2c1CCC2)OCCN4CCC3,-27%,nt,-12%,-20%,?,?,?,?,?

# Pulled by structure from the entries so far, five records:
SMILES,KB-3-1 cytotox,ATXN viability,HT1080NT lethal,HT1080 IDH1KD tx,MCF10A rereplic,ATXN2 expr inh,SW480 rerep,KB-V1 cytotox,IL1B secr inh
CC1CCCC(C)N1C(=O)COc1ccc(C(=O)Nc2ccccc2N2CCOCC2)cc1 (stereo unspecified),-3%,i,7%,8%,8%,-21%,-4%,?,15
CSc1ccccc1-c1nc(-c2ccncc2)no1,-3%,i,-21%,-26%,13%,138%[activator],-6%,?,9
CCC1CCCCN1CCCNC(=O)c1ccc2c(c1)N(Cc1ccc(F)cc1)C(=O)c1ccccc1S2=O (stereo unspecified),?,?,21µM*,23µM*,?,?,?,-32%,-58*
CC(=O)c1cnn(-c2c(Cl)cc(Cl)cc2Cl)c1C,-7%,i,-4%,-3%,8%,nt,?,?,10
O=c1oc2c3c4c(cc2c2c1CCC2)OCCN4CCC3,-27%,nt,-12%,-20%,?,?,?,?,?

# The results go on:
SMILES,KB-3-1 cytotox,ATXN viability,HT1080NT lethal,HT1080 IDH1KD tx,MCF10A rereplic,ATXN2 expr inh,SW480 rerep,KB-V1 cytotox,IL1B secr inh
O=C(CC(NS(=O)(=O)c1ccc(Cl)cc1)c1ccco1)N1CCc2ccccc21 (stereo unspecified),-5%,i,-2%,-10%,10%,4%,2%,-6%,5
O=S(=O)(c1ccc2ccccc2c1)N1CCN(Cc2ccccn2)CC1,-1%,i,2%,0%,-6%,-24%,?,?,-4
O=C(COC(=O)C1(c2ccccc2)CC1)NNC(=O)c1ccccc1,19%,i,13%,14%,?,-11%,-73%[inhibitor],35%,-6
Cc1cc(O)c(/C=N/Nc2cccc(Cl)c2)c(=O)o1,0%,i,?,?,7%,11%,2%,17%,5
Cn1cccc1C(=O)NCc1ccc(Cl)cc1,-1%,i,-5%,-1%,9%,9%,-6%,6%,?
COc1cccc(OCCOCCN(C)CCO)c1,5%,i,5%,-1%,11%,2%,1%[9.22 µM],18%,12
COc1ccc(/C=C(/NC(=O)c2ccc(C)cc2)C(=O)NCC2CCCO2)cc1 (stereo unspecified),-1%,i,15%,10%,0%,-23%,1%,-21%,15
CC1CCN(Cc2cc(=O)oc3cc4c(cc23)CCCC4)CC1,3%,i,6%,9%,0%,nt,-5%,-18%,14
CC(=O)CCC(=O)OCC(=O)c1ccc(C(F)(F)F)cc1,-3%,nt,-3%,0%,1%,nt,28%,4%,19
CN=C1SC(CC(=O)Nc2c(C)cccc2C)C(=O)N1/N=C/c1cccs1 (stereo unspecified),0%,i,4%,0%,3%,-3%,-6%,?,14
COc1ccc2cc(C(c3nnnn3C3CCCCC3)N3CCCCCC3)c3nnnn3c2c1 (stereo unspecified),0%,i,1%,-4%,-7%,-9%,12%,-9%,22
O=C(Nc1nnc(-c2ccncc2)o1)c1ccc2ccccc2c1,?,i,-12%,-12%,10%,-28%,?,-13%,31
O=C(NCCNS(=O)(=O)c1ccccc1Cl)c1cc(OCC(F)(F)F)ccc1OCC(F)(F)F,-2%,i,-1%,-1%,15%,-11%,-3%,?,33
COc1ccc(OC)c(/C=N/n2c(C)nc3ccccc3c2=O)c1,3%,i,0%,9%,3%,-25%,-10%,11%,8
Nc1cccc(Oc2cnccn2)c1,2%,i,3%,0%,-3%,nt,0%,18%,1
O=C(Nc1ccccc1)Nc1ccccn1,1%,i,8%,6%,-18%,73%[activator],-4%,25%,2
O=C(COc1ccc2c3c(c(=O)oc2c1)CCC3)NCCN1CCOCC1,8%,i,6%,5%,-3%,-6%,-5%,2%,6
CS(=O)(=O)c1ccc(Cl)c(NC(=O)Cc2ccccc2F)c1,18%,i,8%,6%,-33%[inhibitor],5%,-20%,2%,-12
CC(C)OC(=O)c1nnc(-c2ccccc2)nc1OC(C)C,9%,i,0%,-2%,-2%,6%,20%,-14%,47
CCOC(=O)/C(=C/C=C1\Sc2cc(C)c(C)cc2N1CC)C(C)=O,?,i,-8%,-5%,21%,-4%[11.3 µM],-9%,?,-92*
Cc1ccc(NC(=O)c2cccc(S(=O)(=O)N(C)c3ccccc3)c2)cc1S(=O)(=O)N1CCOCC1,?,i,-4%,-15%,-2%,-33%,0%,5.2µM*,0
COc1ccc(C(C(=O)NC2CCCC2)N(CCCO)C(=O)Cn2nnc(-c3ccc(C)o3)n2)cc1 (stereo unspecified),-9%,i,6%,2%,13%,-5%,-6%,29%,-4
Cc1ccccc1N1CC(C(=O)Nc2ccc(S(=O)(=O)N3CCCC3)cc2)CC1=O (stereo unspecified),-2%,i,-3%,-4%,-2%,8%,-2%,1%,-4
Cc1cc(Cl)ccc1NNC(=O)CCc1ccccc1,-3%,i,?,?,3%,-10%,-9%,1%,3
CNC(=S)NNc1nc(C)cc(C)n1,1%,i,2%,3%,-11%,0%,-8%,13%,30

# Screening results from PubChem BioAssay.

# No enrichment for hits; any-hit rate near 11%.
